PAFAH2 FP inh: PAFAH2 (human) inhibition; Q99487; inhibition, % at 3.39 µM; AID 492956; recombinant PAFAH2, FP-rhodamine activity probe, fluorescence polarization; 340,000 tested, 0.99% active;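 active = inhibition above the mean over all tested compounds plus 3 SD, cut at about 30% in these data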;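 note: inhibitors block probe labeling of enzyme so polarization drops; 0% = enzyme with DMSO and 100% = wells lacking PAFAH2 protein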
GSTO1 inh: blocks human GSTO1 in RBBP9 counter-screen; P78417; recombinant GSTO1, activity-based probe fluorescence polarization; inhibition, % at 5.96 µM; 300,000 tested, 1.1% active; AID 1974;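 active = inhibition above the campaign mean inhibition plus 3 SD, cut at about 35% in these data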;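 note: 0% = GSTO1-1 with DMSO and 100% = wells lacking GSTO1-1 enzyme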
LYPLA2 inh: counter-screen for PME1 inhibitors: inhibitors of human LYPLA2; recombinant LYPLA2, FP-Rh probe fluorescence polarization; inhibition, % at 5.9 µM; 320,000 tested, 0.38% active;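 active = inhibition above the screen-wide mean plus 3 SD, limit set per campaign, cut at about 26% in these data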;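 note: 0% = LYPLA2 with DMSO and 100% = wells lacking LYPLA2 enzyme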
PME-1 inh: PME-1 (human) inhibition | inhibition, % at 5.9 µM | recombinant PME-1, FP-Rh probe fluorescence polarization | 320,000 tested, 0.53% active | Q9Y570;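 active = inhibition above the campaign mean of all compounds plus 3 SD, cut at about 26% in these data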;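 note: competitive labeling of PME-1 active site by serine hydrolase directed probe; 0% = PME-1 with DMSO and 100% = wells lacking PME-1 enzyme; inhibitors block probe labeling so polarization falls and inhibition rises; many of its hits are not listed in these tables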
PAFAH1B3 inh: PAFAH1B3 (human) inhibition; recombinant PAFAH1B3, FP-rhodamine probe, fluorescence polarization; inhibition, % at 3.39 µM; 340,000 tested, 0.28% active; AID 492972;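 active = inhibition above the screen-wide average of all tested compounds plus 3 SD, cut at about 25% in these data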;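 note: 0% = enzyme with DMSO only and 100% = wells lacking PAFAH1B3 protein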
Target sequence (Q15102 whole entry, looked up): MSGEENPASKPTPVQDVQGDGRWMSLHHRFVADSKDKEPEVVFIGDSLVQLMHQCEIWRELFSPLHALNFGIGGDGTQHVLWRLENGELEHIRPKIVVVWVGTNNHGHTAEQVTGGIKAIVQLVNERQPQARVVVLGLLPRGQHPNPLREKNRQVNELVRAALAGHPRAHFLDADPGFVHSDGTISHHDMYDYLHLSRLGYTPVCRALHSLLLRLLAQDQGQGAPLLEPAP
LYPLA1 inh: LYPLA1 (human) inhibition in PME1 counter-screen; 320,000 tested, 0.16% active; recombinant LYPLA1, FP-Rh probe fluorescence polarization; inhibition, % at 5.9 µM; AID 2174; O75608;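 active = inhibition above the mean of all tested compounds plus 3 SD, set per campaign, cut at about 14% in these data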;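 note: inhibitors block serine hydrolase probe labeling of LYPLA1 so polarization falls; 0% = enzyme with DMSO and 100% = wells lacking LYPLA1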
pPAFAH FP inh: pPAFAH (human) enzyme inhibition; recombinant pPAFAH, FP-rhodamine probe fluorescence polarization; inhibition, % at 3.39 µM; 330,000 tested, 1.5% active;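 active = inhibition above the mean inhibition across the screen plus 3 SD, cut at about 25% in these data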;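 note: inhibitors block binding of the rhodamine activity-based probe so polarization drops; 0% = enzyme with DMSO and 100% = wells lacking pPAFAH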
Target sequence (Q13093 whole entry, looked up): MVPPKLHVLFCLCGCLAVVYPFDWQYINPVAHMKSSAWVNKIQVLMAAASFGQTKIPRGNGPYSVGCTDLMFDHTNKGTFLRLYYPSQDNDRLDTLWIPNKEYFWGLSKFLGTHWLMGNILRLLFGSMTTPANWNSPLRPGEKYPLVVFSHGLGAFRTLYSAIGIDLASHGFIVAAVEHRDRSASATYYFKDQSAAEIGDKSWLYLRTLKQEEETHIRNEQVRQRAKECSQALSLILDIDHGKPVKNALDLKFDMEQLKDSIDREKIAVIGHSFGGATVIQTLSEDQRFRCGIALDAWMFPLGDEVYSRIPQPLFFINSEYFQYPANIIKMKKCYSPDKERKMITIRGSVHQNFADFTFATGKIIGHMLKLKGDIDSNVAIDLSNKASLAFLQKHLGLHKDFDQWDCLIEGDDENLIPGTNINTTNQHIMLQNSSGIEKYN
PAFAH1B2 FP inh: blocks human PAF acetylhydrolase 1b catalytic subunit 2; recombinant PAFAH1B2, FP-rhodamine activity probe, fluorescence polarization; inhibition, % at 3.39 µM; 340,000 tested, 1.2% active; AID 492953;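 active = inhibition above the mean of all tested compounds plus 3 SD, cut at about 24% in these data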;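 note: 0% = enzyme with DMSO and 100% = wells lacking PAFAH1B2; many of its hits are not listed in these tables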
Target sequence (P68402 whole entry, looked up): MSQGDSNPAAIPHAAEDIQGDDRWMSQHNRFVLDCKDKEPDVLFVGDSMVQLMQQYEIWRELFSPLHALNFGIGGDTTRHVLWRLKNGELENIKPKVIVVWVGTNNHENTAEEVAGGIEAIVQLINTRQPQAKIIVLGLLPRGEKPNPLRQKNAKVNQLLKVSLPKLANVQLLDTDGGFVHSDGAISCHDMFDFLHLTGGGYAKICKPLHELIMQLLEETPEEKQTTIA
PAD4 FP inh: PAD4 (human) enzyme inhibition; Q9UM07; inhibition, % at 6.36 µM; recombinant PAD4, RCA probe fluorescence polarization; 330,000 tested, 0.41% active;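 active = percent inhibition above a cutoff equal to the mean of all tested compounds plus 3 SD, cut at about 15% in these data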;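 note: 0% = PAD4 with RCA probe and DMSO and 100% = probe without PAD4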
An asterisk follows results filed as active; x = no result given; & = joins results of further samples. Some of the compounds tested; rates above refer to the full screens.

item	canonical_smiles	PAFAH2 FP inh	GSTO1 inh	LYPLA2 inh	PME-1 inh	PAFAH1B3 inh	LYPLA1 inh	pPAFAH FP inh	PAFAH1B2 FP inh	PAD4 FP inh
1	O=C1Cc2cc(S(=O)(=O)N3CCN(c4cccc(Cl)c4)CC3)ccc2N1	-5	3	-18	-13	0	-13	-8	0	0
2	CCc1ccc(CN(C)C(=O)c2cc(COc3ccc(-n4cncn4)cc3)on2)cc1	8	-2	19	1	7	7	1	1	2
3	CCOc1cc(Cl)c(S(=O)(=O)NCCCN2CCOCC2)cc1Cl	0	0	6	3	0	-4	1	0	-1
4	O=C(NCc1cccnc1)c1ccc(=O)oc1	5	-4	4	-8	6	-1	1	2	1
5	COc1ccccc1/C=C/C=N/NC(=O)CN1CCN(S(=O)(=O)c2ccc(C)cc2)CC1	8	-1	-4	-1	6	-5	-4	4	-4
6	Cc1cccc(NC(=S)N2N=CCC2c2ccccc2)c1 (stereo not given)	0	1	0	-10	0	0	1	6	1
7	O=C(Oc1ccc([N+](=O)[O-])cc1)c1cccnc1	-4	0	3	5	9	2	-5	-1	-5
8	O=C(OCc1nnc(-c2ccccc2)o1)c1ccc2c(c1)C(=O)N(CCc1ccccc1)C2=O	0	2	7	-6	-2	4	3	3	2
9	OC(c1cc(C(F)(F)F)nc2c(C(F)(F)F)cccc12)C1CCCCN1 (stereo not given)	-5	-1	-5	1	2	-2	0	-1	3
10	CC(/C=N\NC(=O)CN1CCN(Cc2ccccc2)CC1)=C\c1ccco1	1	3	3	-3	-2	1	3	-1	-2
11	O=c1ccc(Oc2nc(N3CCOCC3)nc(N3CCOCC3)n2)n[nH]1	-1	2	5	2	5	0	-3	1	1
12	CC(C)N1CCN(Cc2ccc(OCc3ccccc3)cc2)CC1CCO (stereo not given)	-8	6	-1	2	-1	3	-7	2	-6
13	Fc1ccc(NC(=S)Nc2ccccc2N2CCOCC2)cc1Cl	0	-12	5	3	5	4	-1	3	-9
14	O=C1CC(c2ccccc2F)c2cc3c(cc2N1)CCC3 (stereo not given)	-1	-1	7	1	8	3	4	2	1
15	CCN1CCCC1Cn1cnc2c([nH]c3ccc(C)cc32)c1=O (stereo not given)	4	-1	-3	4	11	-1	6	3	2
16	CC(C)C[C@H](NC(=O)c1nc[nH]c1C(=O)N1CCN(C(=O)OC(C)(C)C)CC1)C(=O)OC(C)(C)C	-34	2	-2	1	4	-1	6	5	6
17	Cc1ccc(S(=O)(=O)NCc2nc3nc(C)cc(C)n3n2)c(C)c1	5	-4	1	1	13	2	4	8	-3
18	CCOC(=O)CNC(=O)CN1CCCN(S(=O)(=O)c2ccc(Br)s2)CC1	2	7	9	-4	1	5	0	0	3
19	COCCC(=O)N1CCC(Oc2ccc(C(=O)NCCn3cccn3)cc2)CC1	0	3	4	-1	0	2	4	3	3
20	N#Cc1ccccc1/C=N/Nc1nc(-c2ccccc2)c2cc(Br)ccc2n1	11	3	-1	-1	6	2	1	-3	-2
21	O=C(O)Cn1nc(-c2ccc(F)cc2)oc1=O	2	5	3	8	1	0	2	-1	-1
22	CCCCC(=O)Nc1ccc(C(=O)c2ccccc2)cc1	-1	-5	-4	-1	7	3	3	1	-4
23	COc1cccc(CN=C2Nc3ccccc3CS2)c1	5	0	-1	-1	-1	-1	2	5	6
24	COc1ccc(N(CC(=O)Nc2cccc(C)c2C)S(=O)(=O)c2c(C)n[nH]c2C)cc1	1	-6	8	3	12	2	1	4	-4
25	C[C@]12C=CC(=O)C=C1CC[C@@H]1C2C(O)C[C@@]2(C)C1CC[C@]2(O)C(=O)COC(=O)CCC(=O)NC(CC(=O)O)C(=O)O (stereo not given in full)	3	6	2	4	10	1	5	-2	1
26	CCOc1ccc(CNC(=O)c2ccc(Sc3ccc(Cl)cc3)c(NC(C)=O)c2)cc1	-2	-1	-6	-9	-9	-9	6	-4	-5
27	O=C(O)CSc1nc2sc3c(c2c(=O)n1-c1ccccc1)CCC3	2	10	-4	3	2	-2	-1	3	-1
28	CSc1ccccc1C(=O)NC1CCCN(Cc2ccccc2F)C1 (stereo not given)	2	0	4	1	4	2	-1	-1	4
29	CCOC(=O)CN(c1ccccc1)S(=O)(=O)c1ccc(F)cc1	8	-4	-5	5	3	-1	5	3	-2
30	O=C(Nc1ccccc1N1CCCCC1)C1CCN(S(=O)(=O)c2ccccc2C(F)(F)F)CC1	-1	9	-4	-4	-2	-4	2	0	0
31	O=C(Nc1nc(-c2cccs2)cs1)c1ccc([N+](=O)[O-])o1	25	x	3	8	16	-3	5	12	-10
32	O=c1c2ccsc2ncn1Cc1ccc(Cl)cc1	-2	14	6	-3	5	1	0	1	1
33	COc1ccc(N2CCN(C(=S)NC(C)c3ccccc3)CC2)cc1 (stereo not given)	8	-10	-2	-4	14	0	2	-1	1
34	O=C(c1ccc(Cl)cc1)c1cnc(Nc2ccccc2Cl)s1	-5	0	-6	-12	1	-6	10	3	-3
35	CCCCOc1ccc(C(=O)N/C(=C\c2cccc([N+](=O)[O-])c2)C(=O)OCc2ccco2)cc1	4	16	-9	-6	1	-6	7	1	-2
36	CC(C)C1Nc2ccc(S(N)(=O)=O)cc2C2C=CCC21 (stereo not given)	5	16	7	4	8	-3	9	32*	-13
37	CCCCOc1ccc(C(C)NC(=O)CCS(=O)(=O)Cc2ccccc2F)cc1 (stereo not given)	-2	5	-6	5	8	0	13	2	-1
38	CC(CCc1ccccc1)NC(=O)c1ccco1 (stereo not given)	1	-7	3	0	5	-1	0	2	3
39	COC(=O)c1scc(C)c1NC(=O)Nc1ccccc1	3	7	-2	-6	1	0	1	4	-3
40	O=C(CCc1nc(-c2ccccc2)c(-c2ccccc2)o1)OCc1ccc(Br)cc1	2	0	-4	-3	8	-3	2	1	-7
41	O=C(COc1ncnc2cc([N+](=O)[O-])ccc12)NCCc1ccc(Cl)cc1	-5	-10	0	5	0	-4	9	12	-9
42	COC(=O)CCC(=O)OC1(C)C(=O)C2=CN(CCCOC(C)C)C(c3ccc(OC)cc3)=CC2=C(Br)C1=O (stereo not given)	10	52*	-3	-4	1	-4	10	6	9
43	O=C(COC(=O)c1ccccc1NCCO)NCc1cccs1	2	3	2	1	4	-1	5	-2	-1
44	CCOc1cccc(C=Nc2cc(C)cc(C)c2O)c1O	4	45*	6	12	2	3	9	4	-5
45	CCn1c(=O)c(C(=O)NCc2ccc(OC)cc2)c(O)c2ccccc21	-2	-1	5	-2	5	3	-1	-1	1
46	O=C(O)CCC(=O)Nc1ccc2c(c1)Cc1cc(NC(=O)CCC(=O)O)ccc1-2	8	11	-1	-3	5	1	-1	4	0
47	O=C(COC(=O)C1=COCCO1)Nc1ccccc1Oc1ccccc1	8	3	-2	5	-2	-2	5	4	1
48	CCc1ccc(N/C(=N/c2nc(C)cc(C)n2)NC(C)=O)cc1	6	0	-4	-1	6	-4	4	6	2
49	COc1ccccc1-n1nc(C(=O)Nc2ccc3c(c2)OCO3)c2ccccc2c1=O	-1	-2	4	-1	-2	1	-1	-7	-4
50	CCOC(=O)c1c(NC(=O)c2nn(C)cc2[N+](=O)[O-])sc(C)c1C	-20	0	-8	-5	-29	-5	-3	-12	3
51	COc1ccc(NC(=O)Nc2cccc3c2O[C@H](CN(C)C(=O)NC2CCCCC2)[C@@H](C)CN([C@H](C)CO)C3=O)cc1	0	x	x	x	4	x	1	3	2
52	CCN1CCC[C@H]1CNC(=O)c1c(O)c(Cl)cc(Cl)c1OC	4	-1&-4	-1&-6	5&-3	6	1&-1	4&0	4	-3&0
53	O=C(Cn1c(=O)oc2cc(S(=O)(=O)N3CCCC3)ccc21)N1CCCC1	14	4	1	2	3	2	2	2	-2
54	CCC(Sc1nc2n[nH]c(C)c2c(=N)n1-c1cccc(Cl)c1C)C(=O)N(CC)CC (stereo not given)	-2	-6	-3	-8	8	-6	-1	-1	-5
55	COc1ccc(-c2noc(CCC(=O)N3CCN(c4ccc(Cl)cc4)CC3)n2)cc1	-2	x	x	x	7	x	4	5	4
56	CCOC(=O)C1CCN(C(=O)C(C)Sc2ccc(Cl)cc2)CC1 (stereo not given)	-2	0	6	3	-3	-2	1	7	4
57	CCCc1cc(=O)oc2cc(OCC(=O)N3C[C@H]4C[C@@H](C3)c3cccc(=O)n3C4)c(Cl)cc12	14	4	7	5	10	7	2	4	1
58	Cc1csc(NC(=O)c2ccco2)c1C(=O)c1ccccc1	-7	5	-3	-1	8	1	26*	3	3
59	CN(C)CCNc1oc(COc2ccc(Cl)cc2)nc1C#N	-1	10	-3	-1	5	-1	-1	3	0
60	COc1ccc2c(c1)c(CC(=O)OCC(N)=O)c(C)n2C(=O)c1ccc(Cl)cc1	-10	-2	-2	-2	5	-2	25*	2	-8

Carrying on:
item	canonical_smiles	PAFAH2 FP inh	GSTO1 inh	LYPLA2 inh	PME-1 inh	PAFAH1B3 inh	LYPLA1 inh	pPAFAH FP inh	PAFAH1B2 FP inh	PAD4 FP inh
61	CC(C)CC(=O)Nc1ccccc1-c1nnn(CC(=O)N2CCc3ccccc3C2)n1	-11	-4	2	2	-1	-2	-1	8	2
62	Cc1cc(N2CCN(C(c3ccccc3)c3ccc(Cl)cc3)CC2)n2ncnc2n1 (stereo not given)	14	-2	1	1	1	-1	4	10	-11
63	CCc1nnc(NC(=O)c2cc(-c3ccc(C)o3)nc3ccccc23)s1	0	x	0	-5	2	0	-3	-2	-5
64	O=C(CCn1nc(-c2ccc(Cl)cc2)ccc1=O)N1CCN(c2ccc(F)cc2)CC1	1	4	3	3	-1	-3	7	23	1
65	CCOC(=O)c1cn(CC2CC2)c2cc(F)c(F)cc2c1=O	3	3	-4	1	4	-2	4	6	-5
66	COC(=O)c1ccc(/C=C/C(=O)OCC(=O)Nc2cc(C)on2)cc1	23	x	x	x	1	x	-3	3	-5
67	Cc1cc(NC(=O)Cn2c(C)nc3ccccc3c2=O)ccc1Br	-22	-21	-12	-17	-2	-14	-11	-7	-2
68	O=C(CC(CC(=O)c1ccccc1)C(=O)O)c1ccccc1	-4	10	8	-5	6	2	0	1	0
69	Cc1cccc(-n2c(Cn3nc(C)c([N+](=O)[O-])c3C)n[nH]c2=S)c1	-1	3	-1	2	2	-2	-1	0	2
70	CC(C)(C)C(=O)NC1CCN(C(=O)N2CCCC2)CC1	3	0	6	0	5	7	2	3	-7
71	CCOC(=O)N1CCN(C(=O)CN(C2CCCCC2)S(C)(=O)=O)CC1	-7	0	1	4	-7	-3	3	-3	1
72	Cc1ccc(Nc2nc3nonc3nc2N(C)C)cc1	5	-13	18	8	-4	4	-3	4	1
73	Cc1ccnc(OC(C(=O)O)C(OCc2ccccc2)(c2ccccc2)c2ccc(C(F)(F)F)cc2)n1 (stereo not given)	-3	-2	0	-1	3	1	-2	6	-3
74	OCC1CCCCN1C(=S)Nc1cccc(Cl)c1 (stereo not given)	3	2	-1	1	1	0	-2	0	3
75	CCOc1ccccc1N1CC(C(=O)N(CC)CC(=O)Nc2ccc3c(c2)OCCO3)CC1=O (stereo not given)	4	1	4	1	-5	2	-1	3	-1
76	CN(C)S(=O)(=O)c1ccc(C(=O)N2CC(=O)Nc3ccc(F)cc3C2c2ccc(F)cc2)cc1 (stereo not given)	2	11	5	7	10	-2	4	5	1
77	CCOc1ccc(C2c3[nH]c4ccccc4c3CCN2C(=O)Cn2cncn2)cc1 (stereo not given)	-5	4	-2	-13	5	-1	-4	2	6
78	S=C1NC[C@H](c2ccccc2)N1CC1CCCCC1	5	7	3	-1	0	1	-4	16	-3

Screens deposited in PubChem by The Scripps Research Institute Molecular Screening Center.
